High-throughput results as filed in PubChem BioAssay.
STK33 kinase inh = human STK33 kinase inhibition; purified STK33, MBP phosphorylation, ADP-Glo luminescence; actives 0.073% (n = 320,000); inhibition, % at 10 µM; AID 2661;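 active = inhibition at or above 25%, using the most active replicate where run in duplicate; inactive = inhibition below 25%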
KCNQ2 block = KCNQ2 channel blockers in CHO-K1 cells – cell-based, FluxOR thallium flux, B-score, primary screen (AID 2156); O88943; 20 min; hits give low values; B-score at 10 µM; actives 1.1% (n = 310,000);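 active = fluorescence ratio B-score at most minus 3 library SDs, with starting brightness B-score within 2 library SDs, cut at about -5.5 in these data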
Target sequence (O88943 whole entry, looked up): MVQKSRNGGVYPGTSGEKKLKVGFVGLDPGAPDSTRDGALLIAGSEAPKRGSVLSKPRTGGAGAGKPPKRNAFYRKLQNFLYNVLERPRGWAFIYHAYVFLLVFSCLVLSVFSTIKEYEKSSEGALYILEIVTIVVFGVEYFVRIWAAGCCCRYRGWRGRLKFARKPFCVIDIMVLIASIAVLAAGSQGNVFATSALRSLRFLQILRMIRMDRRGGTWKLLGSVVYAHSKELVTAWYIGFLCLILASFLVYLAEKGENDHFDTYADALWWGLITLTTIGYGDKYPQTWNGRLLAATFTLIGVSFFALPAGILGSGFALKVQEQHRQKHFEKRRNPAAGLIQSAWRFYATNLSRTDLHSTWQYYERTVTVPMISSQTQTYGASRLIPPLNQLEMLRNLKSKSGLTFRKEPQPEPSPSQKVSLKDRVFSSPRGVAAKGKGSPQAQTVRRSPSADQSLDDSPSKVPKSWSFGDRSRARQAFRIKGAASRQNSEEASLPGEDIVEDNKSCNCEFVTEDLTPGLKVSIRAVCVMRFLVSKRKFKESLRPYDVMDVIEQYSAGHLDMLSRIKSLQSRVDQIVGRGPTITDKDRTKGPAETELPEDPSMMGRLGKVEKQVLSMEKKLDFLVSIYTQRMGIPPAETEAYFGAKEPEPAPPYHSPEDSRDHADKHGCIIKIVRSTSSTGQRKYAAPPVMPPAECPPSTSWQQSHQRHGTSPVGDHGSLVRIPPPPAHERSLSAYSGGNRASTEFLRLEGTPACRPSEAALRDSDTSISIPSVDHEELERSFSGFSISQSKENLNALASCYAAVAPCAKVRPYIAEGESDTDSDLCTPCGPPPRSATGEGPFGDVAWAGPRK
OX1R FRET antag = antagonists of human orexin 1 receptor (OX1R). OX1R-expressing cells, FRET antagonist read-out. inhibition, % at 6.6 µM. O43613. actives 1.8% (n = 330,000); in the data active = inhibition mostly above about 38%, no sharp cut-off; inactive = mostly below about 40%;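 also: 0% = agonist challenge alone and 100% = reference antagonist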
The depositor's hits bear a star; i = inactive; . = not tested or not shown.

SMILES	OX1R FRET antag	STK33 kinase inh	KCNQ2 block
CCN(CC)c1ccc(NC(=O)c2cncc(Br)c2)cc1	13	0.6	i
O=C(CNC(=O)c1ccccc1)NCCO	9	-0.5	i
Cn1c(=O)c2c(nc(CN3CCCCC3)n2CCc2ccccc2)n(C)c1=O	19	-1.9	i
CC(O)[C@H]1CN=C(N)N1CC1CCCCC1 (stereo not given in full)	14	-1.3	i
CCOC(=O)C1=c2s/c(=C\c3cccnc3)c(=O)n2C(N)=C(C(=O)OC)C1c1cccnc1 (stereo not given)	1	-0.1	i
CC(=O)c1c(C)[nH]c(C(=O)Nc2ccc(C)c(S(=O)(=O)N(C)C)c2)c1C	13	-0.9	i
Fc1ccc(C2=Nc3cccc4cccc(c34)N2)cc1	10	0.8	i
Cc1nnc(SCC(=O)NCc2ccccc2)n1-c1ccccc1	23	-1.7	i
CC(C)C[C@@H](CN=[N+]=[N-])N1CCN(CC(C)C)CCC1=O	20	-0.6	i
Cc1ccc(NC(=S)N(CCN(C)C)C(C)c2cccnc2)c(C)c1 (stereo not given)	10	-2.7	i
COc1cc(OC)c(C2=NOC(C(=O)N3CCN(C(=O)c4ccco4)CC3)C2)cc1Cl (stereo not given)	14	-0.9	i
COc1ccc(-n2nnnc2SCC(=O)c2ccc3c(c2)OCCO3)c(OC)c1	3	0.6	i
Cc1ccc(N(C(=O)Cc2c[nH]c3ccccc23)C(C(=O)NC2CCCCC2)c2ccco2)cc1 (stereo not given)	26	-0.8	i
Cc1cccc(N=CC=C2OC(C)(C)C(C)(C)O2)c1	8	.	i
OCC1(Cc2ccccc2F)CCCN(Cc2c(F)ccc(F)c2F)C1 (stereo not given)	10	.	i
CCOc1ccc(C2C(C(=O)O)c3ccccc3C(=O)N2CCN2CCOCC2)cc1 (stereo not given)	19	-4.2	i
CCOC(=O)C1=C(N)OC2=C(C(=O)CCC2)C1c1cccs1 (stereo not given)	3	-2.5	i
COc1ccccc1C(=O)NC(=O)COC(=O)c1ccc(C)o1	13	-0.6	i
CCCOC(=O)CSc1nc(N)c(C#N)c(CC)c1C#N	26	-0.2	i
COc1ccc(-n2nnnc2-c2cnc3cc4c(cc3c2C)OCO4)cc1	24	-0.9	i
CC(C)CCNC(=O)Cc1ccccc1[N+](=O)[O-]	10	-0.6	i
CCCC(NCC(O)COc1ccc(-c2ccccc2)cc1)c1ccccc1 (stereo not given)	-1	-0.5	i
O=C(CSc1nc2ccccc2[nH]1)N/N=C/c1ccco1	9	-1.3	i
COC(=O)C1=C(C(=O)OC)C2(OC1c1ccc(Br)cc1)C(=O)c1ccccc1C2=O (stereo not given)	13	-1.4	i
COc1ccc(OCc2nn3c(-c4ccccn4)nnc3s2)cc1	6	0.0	i

Next part
SMILES	OX1R FRET antag	STK33 kinase inh	KCNQ2 block
CCC1(CC)NC(=O)N(CC(=O)OC(C)C(=O)Nc2ccc(NC(C)=O)cc2)C1=O (stereo not given)	6	-0.1	i
O=C(NCc1ccco1)c1c(F)cccc1Cl	2	-0.3	i
CCCCCCC[C@@H](C/C=C/CCC(=O)N(C)C/C(=C/Cl)C/C(=C\C(=O)N1CC(OC)=CC1=O)OC)OC	42*	-0.9	.
O=C(CN1C(=O)NC2(CCCC2)C1=O)Nc1cc(Cl)ccc1N1CCCCC1	5	0.1	i
CN(CC(=O)Nc1ccc(Cl)c(C(F)(F)F)c1)C(=O)c1ccc2c(c1)NC(=O)CS2	1	-0.4	.
Cc1ccc2nc(Nc3nc(-c4ccccc4)cc(=O)[nH]3)nc(C)c2c1	30	-1.0	i
O=C1C=C(c2cc3ccccc3s2)C[C@@H](c2ccc3c(c2)OCO3)C1	2	-0.3	.
O=C(Nc1ccc(F)cc1F)c1ccc(-n2cccn2)c([N+](=O)[O-])c1	22	-0.6	i
COc1ccccc1C(=O)NC(=O)COC(=O)/C(=C/c1ccccc1)NC(C)=O	14	-1.4	i
CC1CN(c2ncnc3c2c(-c2ccccc2)cn3-c2ccc(F)cc2)CC(C)O1 (stereo not given)	-8	-0.5	i
Oc1ccc(/C=N/Nc2cc(N3CCOCC3)nc(N3CCOCC3)n2)cc1O	28	3.2	i
CC(C)N1CCN(Cc2nc3ccccc3s2)CC1CCO (stereo not given)	19	1.4	i
CN(C)CCNC(=O)C1CC(=O)N(c2ccc(F)c(Cl)c2)C1 (stereo not given)	15	-2.1	i
COc1cc(C2Nc3ccccc3C(=O)N2NS(C)(=O)=O)ccc1O (stereo not given)	3	-1.9	i
O=C(O)CC(NCc1ccco1)C(=O)Nc1cccc(O)c1 (stereo not given)	19	1.0	i
CC(C)(C)CC(=O)Nc1nnc(C(F)(F)F)s1	3	-1.4	i
O=C(CSC(=S)N1CCOCC1)Nc1nc(=O)c2ccccc2s1	16	-0.8	i
O=C(OCCCc1ccncc1)c1ccc(S(=O)(=O)N2CCOCC2)cc1	3	-0.4	i
COc1ccc(C2(c3ccc(OC)cc3)NC(=O)N(CC(=O)Nc3cc(C)ccc3OC)C2=O)cc1	11	-1.0	i
O=C(COC(=O)c1nc(Cl)ccc1Cl)NC1CCCCC1	-4	-0.5	.
O=C(COC(=O)CCc1ccc(S(=O)(=O)N2CCCCC2)cc1)Nc1cccc2ccccc12	9	-0.1	i
COc1ccccc1NC(=O)C(=O)NCc1ccncc1	6	0.5	i
Cc1nc(N2CCOCC2)[nH]c(=O)c1C	7	1.1	i
Cc1ccc2nc(NC(=O)CN3C(=O)NC4(CCCC4)C3=O)sc2c1	7	-0.6	i
COc1ccc(C(=O)COC(=O)c2cnc(C)cn2)c(OC)c1	12	-0.2	i

Carrying on.
SMILES	OX1R FRET antag	STK33 kinase inh	KCNQ2 block
CCOc1ccc(/C=C2\SC(=S)N(CCCC(=O)NCCCN3CCOCC3)C2=O)cc1	14	0.0	i
O=C(N/N=C\c1cccnc1)C1c2ccccc2Oc2ccccc21	9	-1.0	i
Cc1ccc(CN2CCN(Cc3cccc(C)n3)CC2CCO)cc1 (stereo not given)	13	-1.3	i
COc1ccc(Cc2n[nH]c(=O)c3ccccc23)cc1OC	19	-1.0	i
O=C(Nc1cc(S(=O)(=O)N2CCCCC2)ccc1O)c1ccccc1NS(=O)(=O)c1ccc(F)cc1	49	-1.3	i
O=C(COC(=O)c1ccco1)Nc1ccc(Cl)cn1	1	0.1	.
CN(C(=O)C1CCN(c2ncnc3c2nc2n3CCCCC2)CC1)C1CCCCC1	3	1.6	i
CCN(CC)C(=O)CSc1nc2cc3c(cc2c(=O)n1CCCC(=O)NCc1ccc(OC)cc1)OCO3	11	1.4	i
CCCc1cc(=O)[nH]c(SCc2ccccc2)n1	15	-1.1	i
COc1cccc(NC(=S)NNC(=O)c2ccccc2OC(F)F)c1	10	-0.5	i
O=C(Nc1c(-c2cccs2)nc2ccccn12)c1ccc2ccccc2c1	6	-47	i
CCC(=O)Nc1ccc(Cl)c(NC(=O)c2cccnc2)c1	1	-0.1	i
COc1n[nH]c(C(=O)Nc2cc(Cl)ccc2Cl)c1[N+](=O)[O-]	26	-1.2	i
CCOC(=O)C1CCN(C(=O)CSc2nc(N)cc(=O)[nH]2)CC1	0	0.3	i
O=C(O)CCC(=O)N1CCN(c2nc(-c3ccccc3)c3cc(Br)ccc3n2)CC1	7	1.5	i
CN(c1ccc2nc3ccccc3c(=O)n2n1)C1CCCCC1	31	7.6	i
COC(=O)c1ccc(CSc2nnc(-c3ccccc3)n2C)o1	16	0.4	i
C=CCc1ccc(OCCOCCOc2ccccc2[N+](=O)[O-])c(OC)c1	31	-0.1	i
CCOC(=O)N1CCC(NS(=O)(=O)c2ccc3c(c2)CCN3C(C)=O)CC1	20	-1.3	i
CCN(C(=O)C1CCCCC1)c1nnc(-c2cccnc2)s1	-7	-0.2	i
CCC(CO)NCC#Cc1ccccc1 (stereo not given)	8	0.6	i
COc1cccc(-c2nc(CS(=O)(=O)CC(=O)N3CCCCC3)c(C)o2)c1	6	-0.6	i
Cn1c(C(=O)N2CCCc3ccccc32)cc2sccc21	18	0.4	i
CC(=O)NC(C)C(=O)OCC(=O)c1ccc(Cl)s1 (stereo not given)	12	-1.2	i
CCCCn1c(N)c(N(CC(C)C)C(=O)C2CC(=O)N(Cc3ccccc3)C2)c(=O)[nH]c1=O (stereo not given)	11	-1.2	i

Copied from the list.
`O=C(Nc1ccc(F)cc1F)c1ccc(-n2cccn2)c([N+](=O)[O-])c1` in STK33 kinase inh → -0.6
`Cn1c(=O)c2c(nc(CN3CCCCC3)n2CCc2ccccc2)n(C)c1=O` in OX1R FRET antag → 19
`CCC(CO)NCC#Cc1ccccc1` (stereo not given) in OX1R FRET antag → 8

Next section.
SMILES	OX1R FRET antag	STK33 kinase inh	KCNQ2 block
COc1cc(OC)cc(C(=O)Nc2ccc3nc4n(c(=O)c3c2)CCCCC4)c1	29	-0.3	i
COc1ccccc1N1CCN(c2cnccn2)CC1	20	-0.8	i
Cc1ccc(NC(=S)N(CCN(C)C)C(C)c2ccco2)cc1Cl (stereo not given)	3	-0.3	i
CC(=O)c1cccc(NC(=O)c2ccccc2N(C)S(=O)(=O)c2ccc(C)cc2)c1	19	-1.6	i
O=C(c1cc(S(=O)(=O)N2CCOCC2)ccc1F)N(CCc1ccccc1)Cc1ccccc1	5	-0.6	i
Cc1ccccc1CC(=O)Nc1cccnc1	9	-0.9	i
CC(NC(=O)CCNC(=O)c1ccco1)c1ccccc1 (stereo not given)	7	1.2	i
COCCCNC(=O)C1CC(=O)N(Cc2ccc(OC)cc2)C1 (stereo not given)	19	-1.3	i
CCOc1cc(C(=O)NC2=NCCS2)cc(OCC)c1OCC	1	-0.1	i
Cc1cnc(C(=O)OCC(=O)NC2CCCCC2)cn1	16	-1.8	i
CCCCOCP(=O)(CC)COCCCC	12	-1.7	i
O=C(c1ccc(F)c(S(=O)(=O)N2CCOCC2)c1)N1CCN(c2ncccn2)CC1	6	-1.1	.
CC(C)(C)NC(=O)c1ccc(COc2ccc(Cl)cc2Cl)o1	-4	-0.3	i
C=CCN(c1ccccc1)S(=O)(=O)c1cccc(C(=O)NCC2CCCO2)c1 (stereo not given)	-2	-0.6	i
NNC(=O)c1ccc(COc2ccccc2)cc1	13	-1.3	i
c1ccc(-c2nc(C3CCCCC3)no2)cc1	17	-1.0	i
CCCCN(CCCC)CC(O)COc1ccc(Br)cc1 (stereo not given)	3	0.1	i
CC(C)[C@H](NC(=O)c1ccc([N+](=O)[O-])cc1Cl)C(=O)N1CCN(C/C=C/c2ccccc2)CC1	16	-0.6	.
CCCCCC(=O)Nc1cc2[nH]c(=O)cc(COC)c2cc1C	5	0.0	i
C=CCOC(=O)C1C(=O)CC(C)(O)C(C(=O)OCC=C)C1c1ccc(OCC)cc1 (stereo not given)	11	-1.5	i
O=CNCCCc1nc2ccccc2n1Cc1cccc2ccccc12	3	0.2	i
Clc1cccc(Cl)c1Cn1c(-c2cccnc2Cl)nc2ccccc21	5	0.5	i
COc1ccc(NC(=O)COC(=O)C2CC2)cc1S(=O)(=O)N1CCCCC1	7	-0.9	.
O=C(Nc1ccc(Br)cc1Cl)c1ccc(OCC2CCCO2)cc1 (stereo not given)	12	0.0	.
Cc1oc2c(c1C(=O)NCc1cc(C(=O)O)co1)CCCC2	11	-0.1	i

More entries:
SMILES	OX1R FRET antag	STK33 kinase inh	KCNQ2 block
Cc1cc(C)n(CCc2nc(-c3ccc(C(C)(C)C)cc3)cs2)n1	6	0.3	i
Cc1cccc(OC(=O)CCN2C(=O)C3C4C=CC(C5CC45)C3C2=O)c1C (stereo not given)	5	-2.0	i
Cn1c(=O)n(C)c2cc(C(=O)Nc3ccc(Br)cc3)ccc21	18	-1.5	i
CCn1c(SCC(=O)Nc2nnc(C)s2)nnc1-c1ccco1	11	1.9	i
CCN1CCCC(OC(=O)C(c2ccccc2)c2ccccc2)C1 (stereo not given)	11	-0.6	.
CCCCc1ccc(NC(=S)NCCc2ccc(F)cc2)cc1	24	0.2	i
Cc1cc(C(=O)CSc2nc(N)cc(=O)[nH]2)ccc1F	3	0.1	i
CCOC(=O)c1sc2cc([N+](=O)[O-])cc(SCC(C)C)c2c1N	10	-2.1	i
COc1c(S(=O)(=O)NCCN2CCOCC2)ccc(Cl)c1Cl	4	-1.4	i
CC1(C)CC(NCc2ccccc2)CCO1 (stereo not given)	13	-1.3	i
NS(=O)(=O)c1cccc(NS(=O)(=O)c2cccc(C(F)(F)F)c2)c1	7	-1.4	i
O=C(c1nc2ccccn2c1CN1CCCC(O)C1)N1CCN(C2CCCCC2)CC1 (stereo not given)	11	-2.6	i
CN(C)CCCN(C(=O)c1ccc(S(=O)(=O)N(C)C)cc1)c1nc2ccc(F)cc2s1	3	-1.1	i
OCC1(O)OC[C@@H](O)[C@H]1O (stereo not given in full)	14	0.3	i
Cc1ccc([N+](=O)[O-])cc1S(=O)(=O)NCCc1cn2ccccc2n1	33	-0.6	i

Part of the list above, set out differently.
Order of results: OX1R FRET antag | STK33 kinase inh | KCNQ2 block
NS(=O)(=O)c1cccc(NS(=O)(=O)c2cccc(C(F)(F)F)c2)c1
  7 | -1.4 | i
O=C(c1nc2ccccn2c1CN1CCCC(O)C1)N1CCN(C2CCCCC2)CC1 (stereo not given)
  11 | -2.6 | i
CN(C)CCCN(C(=O)c1ccc(S(=O)(=O)N(C)C)cc1)c1nc2ccc(F)cc2s1
  3 | -1.1 | i
OCC1(O)OC[C@@H](O)[C@H]1O (stereo not given in full)
  14 | 0.3 | i
